TcdB GH inh – blocks C. difficile toxin B glycohydrolase activity | actives 0.24% (n = 350,000) | inhibition, % at 9.99 µM | TcdB glycohydrolase enzymatic assay, plate reader | P18177; in the data active means inhibition above about 10%
Target sequence (P18177 whole entry, looked up): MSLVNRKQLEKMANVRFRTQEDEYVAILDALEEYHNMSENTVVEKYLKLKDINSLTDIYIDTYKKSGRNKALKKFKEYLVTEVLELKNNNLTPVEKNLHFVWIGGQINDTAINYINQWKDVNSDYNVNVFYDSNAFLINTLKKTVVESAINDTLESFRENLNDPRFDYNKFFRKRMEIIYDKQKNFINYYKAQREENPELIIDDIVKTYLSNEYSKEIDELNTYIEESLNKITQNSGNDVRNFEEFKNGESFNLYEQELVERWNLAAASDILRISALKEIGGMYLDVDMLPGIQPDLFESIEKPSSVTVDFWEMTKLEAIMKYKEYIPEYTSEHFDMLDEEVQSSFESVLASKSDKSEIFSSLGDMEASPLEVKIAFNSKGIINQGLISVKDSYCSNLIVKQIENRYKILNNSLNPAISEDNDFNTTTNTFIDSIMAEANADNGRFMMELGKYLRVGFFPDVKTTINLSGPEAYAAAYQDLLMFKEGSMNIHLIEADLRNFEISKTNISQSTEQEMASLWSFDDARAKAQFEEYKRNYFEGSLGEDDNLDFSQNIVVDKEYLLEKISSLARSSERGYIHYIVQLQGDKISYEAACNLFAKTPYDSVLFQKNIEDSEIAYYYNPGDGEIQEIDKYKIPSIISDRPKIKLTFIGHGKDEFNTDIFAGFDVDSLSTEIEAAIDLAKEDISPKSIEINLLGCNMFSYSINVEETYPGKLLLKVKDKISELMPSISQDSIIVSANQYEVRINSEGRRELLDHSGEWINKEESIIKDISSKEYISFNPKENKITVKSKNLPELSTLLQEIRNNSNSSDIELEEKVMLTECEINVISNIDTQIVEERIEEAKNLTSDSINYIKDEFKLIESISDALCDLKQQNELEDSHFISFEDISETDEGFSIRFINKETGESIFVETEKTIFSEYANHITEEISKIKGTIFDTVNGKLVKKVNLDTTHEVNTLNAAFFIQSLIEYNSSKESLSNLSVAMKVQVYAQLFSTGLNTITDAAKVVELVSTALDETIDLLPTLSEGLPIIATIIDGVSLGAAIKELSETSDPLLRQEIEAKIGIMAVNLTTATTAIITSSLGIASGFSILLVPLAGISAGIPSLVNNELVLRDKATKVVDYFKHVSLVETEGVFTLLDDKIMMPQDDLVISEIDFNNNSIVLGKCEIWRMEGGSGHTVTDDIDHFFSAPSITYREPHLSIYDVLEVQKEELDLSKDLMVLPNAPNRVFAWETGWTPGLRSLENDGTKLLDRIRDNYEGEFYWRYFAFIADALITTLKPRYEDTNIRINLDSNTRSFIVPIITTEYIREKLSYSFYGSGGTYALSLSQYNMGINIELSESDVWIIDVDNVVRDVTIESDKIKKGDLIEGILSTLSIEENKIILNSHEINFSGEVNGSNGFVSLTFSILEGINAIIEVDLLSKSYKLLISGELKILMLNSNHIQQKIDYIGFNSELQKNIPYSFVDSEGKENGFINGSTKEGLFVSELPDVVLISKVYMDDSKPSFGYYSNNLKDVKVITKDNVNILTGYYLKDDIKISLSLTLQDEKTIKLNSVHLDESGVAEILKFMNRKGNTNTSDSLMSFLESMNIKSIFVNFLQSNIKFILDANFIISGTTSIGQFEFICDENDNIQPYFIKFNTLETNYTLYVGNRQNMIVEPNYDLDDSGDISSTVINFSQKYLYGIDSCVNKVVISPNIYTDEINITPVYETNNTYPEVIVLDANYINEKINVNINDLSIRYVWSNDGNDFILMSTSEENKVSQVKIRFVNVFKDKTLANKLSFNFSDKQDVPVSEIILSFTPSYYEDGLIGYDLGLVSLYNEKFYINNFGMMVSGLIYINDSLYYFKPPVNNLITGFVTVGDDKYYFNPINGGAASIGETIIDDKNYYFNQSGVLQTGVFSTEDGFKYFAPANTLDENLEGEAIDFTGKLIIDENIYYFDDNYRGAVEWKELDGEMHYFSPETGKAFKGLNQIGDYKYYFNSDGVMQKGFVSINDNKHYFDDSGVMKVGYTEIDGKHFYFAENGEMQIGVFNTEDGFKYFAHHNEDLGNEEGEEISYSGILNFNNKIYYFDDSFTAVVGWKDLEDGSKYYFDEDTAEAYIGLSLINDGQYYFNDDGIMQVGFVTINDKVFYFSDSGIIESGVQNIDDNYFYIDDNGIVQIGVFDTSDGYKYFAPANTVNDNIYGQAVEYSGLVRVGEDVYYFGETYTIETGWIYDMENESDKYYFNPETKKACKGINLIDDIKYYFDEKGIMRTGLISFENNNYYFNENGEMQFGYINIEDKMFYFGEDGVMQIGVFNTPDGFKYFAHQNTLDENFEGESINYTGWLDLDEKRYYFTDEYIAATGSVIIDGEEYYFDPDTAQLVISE
The depositor's hits bear a star.

SMILES | TcdB GH inh
C[C@H](CO)N1C[C@H](C)[C@H](CN(C)Cc2ccc(Oc3ccccc3)cc2)Oc2c(NC(=O)C3CC3)cccc2C1=O | -0.6
CCC(=O)N1[C@@H](CO)[C@@H]2c3ccccc3N(S(=O)(=O)c3ccccc3F)C[C@@H]21 | -0.3
COc1ccc(CN(C)C[C@H]2Oc3ccc(NS(=O)(=O)c4c(C)noc4C)cc3CC(=O)N([C@@H](C)CO)C[C@@H]2C)cc1 | 0.2
C[C@@H]1CN([C@@H](C)CO)C(=O)c2cc(C#Cc3cccnc3)cnc2O[C@@H]1CN(C)Cc1ccccc1 | -0.9
C[C@@H](NC(=O)[C@@H]1[C@@H](CO)[C@@H]2Cn3c(ccc(-c4cccnc4)c3=O)[C@@H]2N1C)c1ccccc1 | -0.1
CC(C)C#Cc1ccc([C@@H]2[C@H](CO)N3CCCCN(S(=O)(=O)Cc4ccccc4)C[C@@H]23)cc1 | 0.7
CO[C@H]1CN(C)C(=O)c2ccc(NC(C)=O)cc2OC[C@H](C)N(Cc2ccccc2F)C[C@@H]1C | -0.3
COc1ccc(NC(=O)N(C)C[C@@H]2OCCCC[C@@H](C)Oc3ccc(NC(=O)CCC(F)(F)F)cc3C(=O)N([C@H](C)CO)C[C@@H]2C)cc1 | 0.5
O=C(C1CC1)N1[C@H](CO)[C@@H]2c3ccccc3N(S(=O)(=O)c3ccc(F)cc3)C[C@@H]21 | 0.0
C[C@H](CO)N1C[C@H](C)[C@H](CN(C)S(=O)(=O)c2cn(C)cn2)Oc2ccc(NS(=O)(=O)c3ccc(Cl)cc3)cc2CC1=O | 2.2
COc1cccc(C#Cc2ccc([C@H]3[C@H](C#N)N(C(=O)C4CCC4)[C@H]3CO)cc2)c1 | 0.7
CCS(=O)(=O)N1CCC2(CC1)CN(S(=O)(=O)c1ccc(C)cc1)[C@@H](CO)c1[nH]c3cc(OC)ccc3c12 | -0.3
CC(=O)N(C)C[C@H]1Oc2cc(-c3cncnc3)ccc2S(=O)(=O)N([C@H](C)CO)C[C@H]1C | 0.5
C[C@@H]1CN([C@H](C)CO)S(=O)(=O)c2ccc(-c3ccc(F)cc3)cc2O[C@@H]1CN(C)C(=O)c1ccccc1F | 1.0
C[C@@H]1CN([C@H](C)CO)C(=O)c2cc(-c3cccc(C#N)c3)cnc2O[C@@H]1CN(C)C(=O)C1CCCCC1 | 1.2
C[C@@H]1CN([C@@H](C)CO)C(=O)c2cccc(NC(=O)c3nc4ccccc4s3)c2O[C@@H]1CN(C)Cc1ccc(C(=O)O)cc1 | -0.7
C[C@@H]1CN([C@H](C)CO)S(=O)(=O)c2ccc(/C=C/c3ccccc3)cc2O[C@H]1CN(C)Cc1cncnc1 | -0.1
CO[C@H](CN(C)S(=O)(=O)c1ccc(C)cc1)[C@H](C)CN(C(=O)Nc1ccccc1F)[C@@H](C)CO | -0.8
COc1ccc(S(=O)(=O)N(C)C[C@H]2Oc3c(NC(=O)c4cnccn4)cccc3C(=O)N([C@@H](C)CO)C[C@H]2C)cc1 | -0.3
COC(=O)C[C@H]1CC[C@H](NS(=O)(=O)c2ccc(OC)cc2)[C@H](CO)O1 | -0.2
C[C@H]1CN([C@@H](C)CO)C(=O)c2cccc(NC(=O)c3ccncc3)c2O[C@H]1CN(C)S(=O)(=O)c1ccc(F)cc1 | 0.6
Cc1noc(C)c1S(=O)(=O)Nc1ccc2c(c1)C(=O)N([C@H](C)CO)C[C@H](C)[C@@H](CN(C)Cc1ccc3c(c1)OCO3)OCCCC[C@@H](C)O2 | -0.6
O=C(Cc1ccccn1)N[C@H]1CC[C@@H](CCn2cc(-c3ccccc3)nn2)O[C@H]1CO | -1.5
CN(C)CC(=O)N1CCCCN2[C@H](CO)[C@@H](c3ccc(-c4cccnc4)cc3)[C@H]2C1 | -0.6
CCCN1[C@@H]2c3cccc(=O)n3C[C@H]1[C@H](CO)[C@H]2C(=O)N[C@@H](C)c1ccccc1 | 0.2
CNC[C@H]1Oc2c(cccc2N(C)C)C(=O)N([C@H](C)CO)C[C@@H]1C | -0.5
COc1ccc(NC(=O)Nc2cccc3c2O[C@H](CN(C)C(=O)Nc2ccc(OC)cc2)[C@@H](C)CN([C@@H](C)CO)C3=O)cc1 | -0.1
CCC(=O)N1[C@@H]2c3cccc(=O)n3C[C@H]1[C@H](CO)[C@H]2C(=O)NC1CCCCC1 | -0.2
COc1ccc(NC(=O)N(C)C[C@H]2OCCCC[C@H](C)Oc3ccc(NS(=O)(=O)c4cn(C)cn4)cc3C(=O)N([C@@H](C)CO)C[C@H]2C)cc1 | 0.2
COc1cccc(S(=O)(=O)N2CCCCN3[C@H](C2)[C@H](c2ccc(-c4cccnc4)cc2)[C@@H]3CO)c1 | -2.4
CN1C(=O)c2cc(NC(=O)c3ccc(F)cc3)ccc2OC[C@@H]2O[C@H](CC(=O)NC3CCC3)CC[C@@H]21 | 0.6
CCCN(C)C[C@H]1OCCCC[C@H](C)Oc2ccc(NS(=O)(=O)c3ccc(F)cc3)cc2C(=O)N([C@@H](C)CO)C[C@@H]1C | -0.2
C[C@H](CO)N1C[C@H](C)[C@H](CN(C)Cc2ccc(C(F)(F)F)cc2)OCCCC[C@H](C)Oc2ccc(NC(=O)CCCN(C)C)cc2C1=O | 0.3
CCN1[C@H](C(=O)NCCCN(C)C)[C@@H](CO)[C@@H]2Cn3c(ccc(-c4ccccc4OC)c3=O)[C@@H]21 | 0.2
C[C@@H]1CCCCO[C@@H](CN(C)S(=O)(=O)c2cn(C)cn2)[C@H](C)CN([C@H](C)CO)C(=O)c2cc(NS(=O)(=O)c3ccc(Cl)cc3)ccc2O1 | 0.3
CNC[C@@H]1Oc2ccc(NC(=O)Nc3ccc4c(c3)OCO4)cc2CC(=O)N([C@H](C)CO)C[C@@H]1C | 0.1
CN(C)C(=O)c1cccc(-c2ccccc2[C@H]2[C@@H](C#N)N(C(=O)C3CCCC3)[C@H]2CO)c1 | -0.2
COc1ccc(C#Cc2ccc([C@H]3[C@H]4CN(C(=O)c5ccncc5)CC(=O)N4[C@H]3CO)cc2)cc1 | 0.0
COC(=O)C[C@H]1CC[C@@H]2[C@H](COC[C@@H](O)CN2S(=O)(=O)c2cn(C)cn2)O1 | 1.0
C[C@@H]1CN([C@H](C)CO)S(=O)(=O)c2ccc(/C=C/c3ccccc3)cc2O[C@@H]1CN(C)C(=O)c1cccnc1 | 1.3
O=C(c1cccnc1)N1C[C@H]2[C@@H](c3ccccc31)[C@H](CO)N2Cc1ccc2c(c1)OCO2 | 1.1
C/C=C/c1ccccc1[C@@H]1[C@@H](CO)N(C(C)=O)[C@H]1C#N | 0.6
N#C[C@@H]1[C@@H](c2ccc(C3=CCCCC3)cc2)[C@@H](CO)N1C(=O)NC1CCCC1 | -6.3
CO[C@H]1CN(C)C(=O)c2ccc(NC(=O)C3CC3)cc2OC[C@H](C)NC[C@@H]1C | -0.5
C[C@@H]1CN([C@@H](C)CO)S(=O)(=O)c2ccc(C#Cc3ccccc3F)cc2O[C@H]1CN(C)C(=O)c1ccc2c(c1)OCO2 | -7.7
CCCNC(=O)[C@@H]1[C@@H](CO)[C@@H]2Cn3c(ccc(-c4ccccc4OC)c3=O)[C@H]1N2C(=O)NCCC | 0.3
COCCN(C[C@@H]1N[C@@H](CO)[C@H]1c1ccc(-c2ccc(F)cc2)cc1)C(C)=O | 2.2
CN(C)CC(=O)Nc1ccc2c(c1)[C@@H]1C[C@H](CC(=O)NCCN3CCCCC3)O[C@H](CO)[C@@H]1O2 | -0.2
C[C@H](CO)N1C[C@H](C)[C@@H](CN(C)S(=O)(=O)c2ccc(Cl)cc2)Oc2c(NS(=O)(=O)c3cccs3)cccc2C1=O | -1.0
CCCNC(=O)N1C[C@H](C)[C@@H](OC)CN(C)C(=O)c2ccc(NC(C)=O)cc2OC[C@H]1C | -0.9
CCNC(=O)C[C@@H]1CC[C@H]2[C@@H](COC[C@H](O)CN2C(=O)C2CCOCC2)O1 | -0.1
COc1cccc(CN2CC3(CN(C(=O)Nc4c(C)noc4C)C3)c3c([nH]c4cc(OC)ccc34)[C@H]2CO)c1 | 0.0
O=C(C[C@@H]1C=C[C@H](NC(=O)CC2CC2)[C@H](CO)O1)NCc1ccc(Cl)cc1 | -8.3
C[C@H](CO)N1C[C@H](C)[C@@H](CN(C)Cc2ccc(C(=O)O)cc2)Oc2c(NS(=O)(=O)c3ccc(Cl)cc3)cccc2C1=O | -1.5
O=C(Nc1ccccc1)N1CCCCN2[C@H](CO)[C@H](c3ccc(C#CC4CC4)cc3)[C@@H]2C1 | 1.4
CS(=O)(=O)Nc1ccc2c(c1)[C@@H]1C[C@H](CC(=O)NCc3cc(F)ccc3F)O[C@H](CO)[C@@H]1O2 | 0.5
COCC#Cc1ccc2c(c1)O[C@H](CN(C)Cc1ccc(F)cc1)[C@H](C)CN([C@@H](C)CO)S2(=O)=O | 1.3
COc1ccc(S(=O)(=O)Nc2ccc3c(c2)C(=O)N([C@H](C)CO)C[C@@H](C)[C@H](CN(C)C(=O)NC(C)C)OCCCC[C@@H](C)O3)cc1 | -0.3
C[C@H]1CN([C@@H](C)CO)C(=O)c2c(c3ccccc3n2C)-c2ccccc2CO[C@@H]1CN(C)Cc1ccc(Cl)c(Cl)c1 | -0.4
O=C(C[C@@H]1CC[C@H](NC(=O)C2CCC2)[C@H](CO)O1)Nc1nccs1 | 1.9

Following part
SMILES | TcdB GH inh
O=C(C1CCC1)N1CCCCN2[C@@H](CO)[C@H](c3ccc(C#CC4CCCC4)cc3)[C@@H]2C1 | 0.7
C[C@H](CO)N1C[C@H](C)[C@@H](CN(C)C(=O)C2CCC2)Oc2cc(-c3ccc(C(=O)N(C)C)cc3)ccc2S1(=O)=O | -0.3
CN1C(=O)c2cc(NC(=O)c3cscn3)ccc2OC[C@@H]2O[C@H](CC(=O)N3CCCCC3)CC[C@@H]21 | -0.3
CC(C)NC(=O)Nc1ccc2c(c1)C(=O)N([C@H](C)CO)C[C@H](C)[C@H](CN(C)Cc1ccc(C(=O)O)cc1)OCCCC[C@@H](C)O2 | 0.3
CO[C@@H]1CN(C)C(=O)c2ccc(NC(=O)C3CC3)cc2OC[C@@H](C)N(C)C[C@@H]1C | -4.1
Cc1ccc(-c2ccc3c(c2)O[C@H](CN(C)Cc2cccc(C(=O)O)c2)[C@H](C)CN([C@H](C)CO)S3(=O)=O)cc1 | -0.8
O=C(Nc1ccc(Cl)c(Cl)c1)N[C@H]1CC[C@@H](CCn2cc(C3CCCCC3)nn2)O[C@@H]1CO | -0.1
C[C@@H]1CN([C@H](C)CO)C(=O)c2cccc(NC(=O)CCCCCC(=O)Nc3ccccc3N)c2O[C@H]1CN(C)Cc1ccc2c(c1)OCO2 | 1.2
C[C@@H]1CN([C@@H](C)CO)C(=O)Cc2cc(NC(=O)C3CC3)ccc2O[C@@H]1CN(C)CC1CC1 | -0.4
C[C@H](CO)N1C[C@H](C)[C@H](CN(C)C)Oc2cc(/C=C/c3ccccc3)ccc2S1(=O)=O | 2.5
C[C@@H]1CN([C@H](C)CO)C(=O)Cc2cc(NC(=O)NC3CCCCC3)ccc2O[C@H]1CN(C)C | 0.5
O=C(NCC[C@H]1CC[C@H](NC(=O)c2cccnc2)[C@@H](CO)O1)Nc1ccc(F)cc1 | -1.3
C[C@@H]1CN([C@@H](C)CO)C(=O)c2cc(NC(=O)c3ccncc3)ccc2O[C@H]1CN(C)S(=O)(=O)c1ccc(F)cc1 | -0.1
O=C(C[C@H]1C=C[C@H](NC(=O)Nc2cccc(F)c2)[C@@H](CO)O1)NCC1CC1 | -1.9
COc1ccc(S(=O)(=O)N(C)C[C@@H]2Oc3c(NC(=O)NC(C)C)cccc3C(=O)N([C@H](C)CO)C[C@H]2C)cc1 | -0.7
C[C@@H]1CCCCO[C@@H](CN(C)S(=O)(=O)c2ccc(F)cc2)[C@H](C)CN([C@H](C)CO)C(=O)c2cc(NS(=O)(=O)c3ccc(Cl)cc3)ccc2O1 | -0.2
O=C(C[C@@H]1CC[C@H](NC(=O)c2ccccc2)[C@H](CO)O1)NCc1ccc(Oc2ccccc2)cc1 | -0.5
C[C@H](CO)N1C[C@H](C)[C@@H](CN(C)C(=O)Cc2ccccn2)Oc2cc(-c3ccc(C(=O)N(C)C)cc3)ccc2S1(=O)=O | -2.1
C/C=C/c1cnc2c(c1)C(=O)N([C@H](C)CO)C[C@@H](C)[C@H](CN(C)C(=O)c1cccnc1)O2 | 0.2
CCCNC(=O)N1CC2(C1)[C@H](c1ccccc1)[C@@H](CO)N2Cc1ccccn1 | -0.2
C[C@H](CO)N1C[C@H](C)[C@H](CN(C)C(=O)NC2CCCCC2)Oc2ccc(N(C)C)cc2CC1=O | -1.0
C[C@@H]1CN([C@@H](C)CO)S(=O)(=O)c2ccc(-c3ccc(C#N)cc3)cc2O[C@H]1CN(C)C(=O)C1CC1 | -0.5

Structural class, the entries above containing a Cl atom
SMILES | TcdB GH inh
C[C@H](CO)N1C[C@H](C)[C@H](CN(C)S(=O)(=O)c2cn(C)cn2)Oc2ccc(NS(=O)(=O)c3ccc(Cl)cc3)cc2CC1=O | 2.2
C[C@@H]1CCCCO[C@@H](CN(C)S(=O)(=O)c2cn(C)cn2)[C@H](C)CN([C@H](C)CO)C(=O)c2cc(NS(=O)(=O)c3ccc(Cl)cc3)ccc2O1 | 0.3
C[C@H](CO)N1C[C@H](C)[C@@H](CN(C)S(=O)(=O)c2ccc(Cl)cc2)Oc2c(NS(=O)(=O)c3cccs3)cccc2C1=O | -1.0
O=C(C[C@@H]1C=C[C@H](NC(=O)CC2CC2)[C@H](CO)O1)NCc1ccc(Cl)cc1 | -8.3
C[C@H](CO)N1C[C@H](C)[C@@H](CN(C)Cc2ccc(C(=O)O)cc2)Oc2c(NS(=O)(=O)c3ccc(Cl)cc3)cccc2C1=O | -1.5
C[C@H]1CN([C@@H](C)CO)C(=O)c2c(c3ccccc3n2C)-c2ccccc2CO[C@@H]1CN(C)Cc1ccc(Cl)c(Cl)c1 | -0.4
O=C(Nc1ccc(Cl)c(Cl)c1)N[C@H]1CC[C@@H](CCn2cc(C3CCCCC3)nn2)O[C@@H]1CO | -0.1
C[C@@H]1CCCCO[C@@H](CN(C)S(=O)(=O)c2ccc(F)cc2)[C@H](C)CN([C@H](C)CO)C(=O)c2cc(NS(=O)(=O)c3ccc(Cl)cc3)ccc2O1 | -0.2

Screens (PubChem BioAssay)

Some of the compounds tested; the hit share may differ from the screen's.
